Screens from PubChem.
MT1-MMP act inh = inhibitors of human MT1-MMP activation; 360,000 tested, 0.061% active; HT1080 RFP-PRO-GFP cells, GFP/RFP ratio fluorescence, overnight; percent of plate control window, DMSO zero; GFP/RFP ratio change, % at 20 µM; P50281; AID 651647;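 active = GFP/RFP ratio change of at least 30% with cell ATP level not reduced by more than half and red fluorescence within 50% of control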; note: strong numbers were not always called active
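Assay system – RFP-PRO-GFP reporter HT1080 cells · Compound dosing – single dose of 20 µM compound, 1% DMSO final · Incubation – overnight compound exposure at 37 °C · Measure – GFP/RFP fluorescence ratio · Benchmarks – DMSO wells and RFP-L50D-GFP cells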
Neddyl block = cullin neddylation inhibition; calls only at 25 µM; TR-FRET cullin neddylation, biochemical; 360,000 tested, 0.58% active; P61081+Q13564; in the data active = inhibition above about 36%
NRP1-CendR mod = NRP-1/CendR interaction modulation. O14786. FAM-RPARPAR peptide binding to NRP-1, fluorescence polarization. inhibition, % at 25 µM. 360,000 tested, 0.85% active;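 active = inhibition or corrected inhibition above about 18%, plus a signal ratio from 0.5 to 1.5, limit read from the data, passing the limit was not always enough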; note: strong numbers were not always called active
Rin1-Abl PPI inh = inhibitors of human Rin1-Abl protein interaction | P00519+Q13671 | TR-FRET Rin1/Abl binding, biochemical | inhibition, % at 7.35 µM | 360,000 tested, 0.4% active; in the data active = inhibition above about 5%, passing the limit was not always enough
Target sequence (P00519 whole entry, looked up): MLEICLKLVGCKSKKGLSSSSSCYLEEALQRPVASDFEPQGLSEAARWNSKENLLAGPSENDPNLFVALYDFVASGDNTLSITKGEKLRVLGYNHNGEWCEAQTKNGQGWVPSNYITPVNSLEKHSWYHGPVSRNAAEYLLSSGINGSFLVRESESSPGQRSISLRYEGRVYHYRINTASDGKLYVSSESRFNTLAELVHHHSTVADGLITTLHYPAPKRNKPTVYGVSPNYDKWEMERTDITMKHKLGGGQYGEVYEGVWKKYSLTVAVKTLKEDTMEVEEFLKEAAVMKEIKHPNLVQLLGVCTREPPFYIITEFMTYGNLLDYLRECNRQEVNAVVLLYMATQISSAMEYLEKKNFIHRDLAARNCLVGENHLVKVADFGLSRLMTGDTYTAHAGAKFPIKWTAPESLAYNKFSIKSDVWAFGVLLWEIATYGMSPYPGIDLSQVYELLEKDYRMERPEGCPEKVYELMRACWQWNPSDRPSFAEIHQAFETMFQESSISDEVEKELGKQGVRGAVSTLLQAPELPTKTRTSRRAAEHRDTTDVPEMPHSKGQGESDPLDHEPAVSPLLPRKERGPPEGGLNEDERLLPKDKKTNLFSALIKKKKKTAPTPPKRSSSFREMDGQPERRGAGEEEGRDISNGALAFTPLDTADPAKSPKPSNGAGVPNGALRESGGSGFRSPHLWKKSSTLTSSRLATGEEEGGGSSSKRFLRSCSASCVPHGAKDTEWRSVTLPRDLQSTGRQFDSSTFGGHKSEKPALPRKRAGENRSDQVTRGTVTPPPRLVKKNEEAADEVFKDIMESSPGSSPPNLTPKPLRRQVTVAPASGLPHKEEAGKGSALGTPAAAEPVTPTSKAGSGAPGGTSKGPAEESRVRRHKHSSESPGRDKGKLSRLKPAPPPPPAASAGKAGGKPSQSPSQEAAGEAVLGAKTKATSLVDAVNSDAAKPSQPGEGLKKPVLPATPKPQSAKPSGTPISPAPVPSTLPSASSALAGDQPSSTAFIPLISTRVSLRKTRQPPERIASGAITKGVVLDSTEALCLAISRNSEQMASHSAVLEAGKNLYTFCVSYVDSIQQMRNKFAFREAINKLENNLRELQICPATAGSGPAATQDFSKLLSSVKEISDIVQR
Target sequence (Q13671 whole entry, looked up): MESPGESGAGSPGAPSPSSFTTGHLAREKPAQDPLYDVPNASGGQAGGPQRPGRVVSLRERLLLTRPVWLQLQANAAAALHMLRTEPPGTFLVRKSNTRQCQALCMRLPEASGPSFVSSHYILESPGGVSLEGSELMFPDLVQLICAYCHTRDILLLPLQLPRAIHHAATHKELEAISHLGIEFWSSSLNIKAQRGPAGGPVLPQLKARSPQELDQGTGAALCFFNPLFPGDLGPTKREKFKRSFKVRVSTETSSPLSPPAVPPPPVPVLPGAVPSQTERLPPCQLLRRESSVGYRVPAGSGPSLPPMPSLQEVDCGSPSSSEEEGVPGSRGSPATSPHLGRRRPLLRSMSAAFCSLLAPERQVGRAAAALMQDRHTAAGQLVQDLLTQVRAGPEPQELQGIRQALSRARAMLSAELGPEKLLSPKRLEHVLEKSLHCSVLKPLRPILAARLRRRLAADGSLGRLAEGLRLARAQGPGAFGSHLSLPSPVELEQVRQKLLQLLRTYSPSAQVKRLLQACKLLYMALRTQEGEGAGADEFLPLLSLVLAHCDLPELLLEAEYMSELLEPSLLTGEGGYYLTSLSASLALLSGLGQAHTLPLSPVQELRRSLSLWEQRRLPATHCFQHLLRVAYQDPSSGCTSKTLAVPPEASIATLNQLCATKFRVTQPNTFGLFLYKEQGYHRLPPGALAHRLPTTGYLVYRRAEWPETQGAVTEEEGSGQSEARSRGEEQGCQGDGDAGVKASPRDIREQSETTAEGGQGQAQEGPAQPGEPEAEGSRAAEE
E coli Lon inh = inhibits E. coli Lon protease | P0A9M0 | purified E. coli Lon protease, fluorescence polarization | inhibition, % at 7.94 µM | 360,000 tested, 0.42% active | AID 602123; in the data active = inhibition above about 13%, passing the limit was not always enough;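 note: 0% = enzyme with probe and DMSO and 100% = no enzyme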
SKN-1 inh = inhibitors of C. elegans SKN-1; C. elegans VP596 Pgst-4::GFP/RFP ratio, acrylamide-induced, 24 h; inhibition, % at 21.8 µM; 360,000 tested, 0.49% active; AID 624304;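 active = interference check ratio from 0.5 to 1.5 plus GFP to RFP signal ratio inhibition reaching or exceeding a fixed threshold, cut at about 30% in these data, passing the limit was not always enough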; note: some compounds called inactive have numbers as strong as hits
MLLE-PAM2 inh = blocks PAM2 peptide binding to the PABP1 MLLE domain. P11940. GST-MLLE / FITC-PAM2 fluorescence polarization. inhibition, % at 20 µM. 360,000 tested, 0.36% active; in the data active = inhibition above about 35%, passing the limit was not always enough;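 note: plate controls were DMSO wells with GST-MLLE for no effect and wells lacking GST-MLLE protein for full effect; some results filed as inactive read as strong as hits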
bovine MsrA act = activates bovine MsrA enzyme. purified bovine MsrA, absorbance read-out. 360,000 tested, 0.3% active. activation, % at 10.6 µM. AID 602163; in the data active = activation above about 7.5%;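 note: 0% = vehicle and 100% = reference activator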
FAS TE block = blocks the thioesterase domain of human fatty acid synthase | P49327 | AID 602261 | 360,000 tested, 0.67% active | inhibition, % at 15 µM | recombinant FAS-TE, OMFH fluorogenic substrate, fluorescence endpoint;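 active = compounds whose normalised, plate-corrected inhibition of enzyme fluorescence in the single-dose primary screen is 50% or more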;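 note: 0% = DMSO with enzyme and 100% = substrate without enzyme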
Active calls of the source: *; i = inactive; . = no result given; + = active, no number.

SMILES | MT1-MMP act inh | Neddyl block | NRP1-CendR mod | Rin1-Abl PPI inh | E coli Lon inh | SKN-1 inh | MLLE-PAM2 inh | bovine MsrA act | FAS TE block
COC(=O)C1=C(C)N(C(C)C)C(=O)C1(NC(=O)C1CCCCC1)C(F)(F)F (centres undefined) | 1.3 | i | 9.5 | 1.6 | -1.3 | 12.8 | 4.2 | -0.4 | -6.1
COc1cccc(-c2cc(C(=O)N3CCOCC3)no2)c1 | -1.3 | i | 5.2 | 0.5 | -12.6 | 2.1 | 10.1 | -2.6 | -2.1
CC(C)c1ccc(C(=O)NNC(=O)c2ccncc2)cc1 | 0.1 | i | 5.0 | 2.1 | 2.3 | 6.0 | 0.2 | -5.2 | -3.4
COc1ccc(NC(=O)C2CCN(S(C)(=O)=O)CC2)cc1OC | -0.4 | i | -2.0 | 1.9 | 6.8 | -20.6 | 1.5 | -5.1 | -4.6
Cn1c(=O)c2cc(NC(=O)CCc3cccc(Cl)c3)ccc2n1Cc1cccc(C(F)(F)F)c1 | 6.7 | i | -19.1 | -5.5 | -20.9 | 7.7 | -9.9 | -2.4 | -2.6
COc1ccc(NC(=S)N(CCCN2CCCC2)Cc2ccco2)cc1 | 5.3 | i | -1.7 | -3.4 | -4.4 | -13.2 | -31.0 | -2.1 | -2.6
CC(=NCc1ccco1)C1=C(O)c2ccccc2C1=O | -2.5 | i | -19.1 | -2.3 | 6.1 | 11.0 | 19.5 | -3.6 | 0.8
O=c1c2[nH]c3ccc(F)cc3c2ncn1C1CCCCC1 | -2.4 | i | 5.6 | -2.2 | 11.2 | -8.6 | 4.8 | 1.5 | -4.5
Brc1ccccc1C1CC(c2ccccc2)=Nc2ccccc2N1 (centres undefined) | -8.6 | i | -3.2 | -3.3 | -4.3 | 18.0 | -66.7 | -5.8 | 24.2
COc1ccc(Cn2c(=S)[nH]c3cc(OC)c(OC)cc3c2=O)cc1 | -1.8 | i | 6.2 | 3.7 | 10.7 | -2.1 | -111.0 | -8.8 | 5.8
CCCCn1c(N)c(N(CCOC)C(=O)c2ccc3c(c2)C(=O)N(c2ccccc2Cl)C3=O)c(=O)[nH]c1=O | 2.1 | i | 5.7 | 0.1 | -4.3 | 1.0 | 2.6 | -9.3 | 7.2
NC(=O)CSc1nnc2ccc(-c3ccc(F)cc3)nn12 | 1.0 | + | 8.4 | -3.9 | -3.5 | -11.5 | -14.1 | -4.9 | -2.4
Cn1c(=O)c2cc(S(=O)(=O)N3CCOCC3)ccc2n(C)c1=O | -2.1 | i | 11.0 | 0.4 | 4.4 | -2.5 | 3.8 | -0.2 | -6.1
COC1CCCN(C(=O)c2ccc3oc(Cc4ccc(Cl)cc4)nc3c2)C1 (centres undefined) | 5.4 | i | 3.0 | -0.8 | -10.5 | -2.4 | 4.8 | -0.2 | 0.0
CC(NC(=O)CN(C)S(=O)(=O)c1cnc[nH]1)c1ccccc1 (centres undefined) | 1.2 | i | 16.6 | -1.1 | -0.2 | 6.9 | 10.1 | -2.8 | -9.4
COc1ccc(NC(=O)OCCn2c([N+](=O)[O-])cnc2C)cc1 | -0.3 | i | -0.2 | 0.0 | -0.3 | 8.3 | 10.0 | -4.8 | -8.9
Cc1ccc(OCCNC(=O)c2cc(=O)[nH]c3ccccc23)cc1 | 0.1 | i | 11.0 | -0.6 | 0.5 | -3.9 | -13.3 | -3.7 | -4.3
OC(COc1ccccc1Cl)CN1CCN(CC(O)COc2ccccc2Cl)CC1 (centres undefined) | 19.6 | i | 12.3 | 3.3 | -3.8 | -25.2 | -5.9 | -6.8 | -11.4
C=CC[C@@H](CC(=O)N[C@H](CO)Cc1ccccc1)C(=O)N[C@H](COC(=O)[C@@H](CC=C)Cc1ccc(F)cc1)Cc1ccccc1 | 1.4 | i | -10.2 | 3.4 | 3.7 | 10.7 | -3.9 | -1.9 | 3.3
O=[N+]([O-])c1cccc(/C=N\N2CCN(c3ccc(Cl)cc3)CC2)c1 | 7.0 | i | 0.7 | 3.0 | -0.5 | 20.9 | 2.0 | -1.0 | 6.4
CC(c1ccon1)N(C)C(=O)c1ccc2nc(Cc3cccc(Cl)c3)oc2c1 (centres undefined) | 1.6 | i | 3.6 | -2.8 | 3.1 | -3.8 | -2.4 | -9.5 | -1.7
COCCN1C(=O)c2oc3c(C)cc(C)cc3c(=O)c2C1c1cccc(O)c1 (centres undefined) | -1.3 | i | 11.1 | 1.5 | -9.1 | 1.7 | -8.6 | -1.2 | -5.5
COc1ccccc1CC(=O)NCCc1ccccc1 | -2.5 | i | 0.2 | 0.9 | -14.6 | -5.0 | 12.3 | -6.2 | -1.3
C=CCNc1nc(C(=O)OCC(=O)NCc2ccccc2OC)cs1 | 0.5 | i | -8.9 | -4.4 | 13.7 | 4.3 | 3.1 | -9.4 | -6.6
COC(=O)Cc1c(C)c2ccc(OCC(=O)N3CCC(C)CC3)c(C)c2oc1=O | 7.5 | . | 5.3 | 0.2 | 7.7 | 17.6 | -6.7 | -8.4 | 4.6
CCOc1ccc(S(=O)(=O)N2CCOCC2)cc1NC(=O)CN1C(=O)NC(CC)(c2ccccc2)C1=O (centres undefined) | -0.7 | i | -9.0 | 0.7 | 1.6 | -1.7 | -6.3 | -5.3 | 2.0
CC1(C)Cc2nc3nc(SCC(=O)NCCc4ccccc4)n(-c4ccccc4)c(=O)c3cc2CO1 | -1.1 | i | 3.2 | 8.2* | 3.8 | 0.2 | -9.9 | -10.6 | -0.9
CC(C)N(CCCNC(=O)C1CCN(S(=O)(=O)N2CCOCC2)CC1)Cc1ccccc1 | -0.1 | i | -4.5 | -3.6 | -6.5 | -0.2 | -9.5 | -2.7 | -4.3
Cc1nc(N2CCOCC2)c2c(C)c(C(=O)Nc3ccccc3Cl)sc2n1 | -1.7 | i | 11.0 | -2.1 | -6.5 | -1.5 | 2.4 | -0.7 | 4.9
O=C(CSc1nccn1-c1ccccc1)N1CCc2ccccc21 | -4.2 | i | -2.3 | -2.7 | -0.1 | 12.2 | 15.8 | -1.2 | -2.0
COc1ccc(C(=O)Nc2nc3ccc4nc(C)sc4c3s2)cc1 | 1.7 | i | -1.2 | -1.6 | -3.5 | -6.5 | -24.5 | -6.6 | -2.3
COc1ccc(CN2CCNC(=O)C2CC(=O)N(C)C2CCOCC2)cc1OC (centres undefined) | -0.2 | i | -5.9 | -5.0 | -6.0 | 6.7 | 16.1 | -2.4 | -6.4
CCN(CC)CCn1c(N)cc(=O)[nH]c1=O | -1.0 | i | 4.5 | 3.0 | -5.6 | -3.2 | -7.5 | -10.4 | -6.3
COC(=O)NCc1ccc(S(=O)(=O)N2CCOCC2)cc1 | 4.6 | i | -11.2 | -5.0 | -3.3 | 6.0 | -6.3 | -2.9 | -7.8
O=C(NCc1nc2ccccc2[nH]1)c1ccccc1F | 2.6 | i | 0.2 | 4.9 | 2.7 | -0.9 | 0.6 | -1.4 | -3.6
COc1ccc(C)cc1NC(=O)c1ccc2c(=O)n3c(nc2c1)CCCCC3 | 2.1 | i | 4.4 | -0.1 | -3.5 | 11.3 | -7.3 | -2.0 | 2.1
COc1cc(CN2CCCC(C(=O)c3ccc4c5c(cccc35)CC4)C2)cc(OC)c1O (centres undefined) | -3.6 | i | -10.3 | -3.3 | -1.4 | -11.2 | 6.0 | -8.7 | -6.1
Cc1ccc(NC(=O)Cc2ccc(-n3cccc3)cc2)c(C)c1 | -0.4 | i | -12.5 | -0.5 | -0.3 | 2.9 | -4.2 | -3.2 | -6.9
Cc1cc(F)ccc1-c1cc(C(=O)NC(C)C)[nH]n1 | 0.4 | i | -1.2 | 1.5 | 0.7 | 7.3 | 2.7 | -9.8 | -5.6
Cc1cnc(CNC(=O)c2csc([C@@H]3O[C@H](CO)[C@H](O)[C@H](O)[C@H]3O)n2)cn1 | 1.1 | i | 15.1 | 0.6 | 5.6 | 12.2 | 0.6 | -2.3 | -7.9
CSc1ccccc1NC(=O)CN(C)C(=O)Cn1c(=O)oc2ccccc21 | 1.4 | i | -5.0 | -2.2 | -9.4 | 26.0 | -9.9 | -1.2 | -6.5
COc1cc(C(=O)NC(c2ccccc2)c2ccccc2)cc(OC)c1OC | 0.6 | i | 17.1 | 3.2 | 3.8 | 13.7 | -6.9 | -2.7 | 1.3
C[C@@H]1CN([C@@H](C)CO)S(=O)(=O)c2ccc(Br)cc2O[C@H]1CN(C)Cc1ccccc1F | -4.1 | i | -20.7 | 0.4 | 5.5 | -10.4 | 4.1 | -0.6 | 30.2
CCCCCCC(=O)NNC(=O)CC(=O)Nc1ccccc1C(=O)O | 0.7 | i | -9.7 | 4.5 | 4.2 | -5.4 | 11.9 | -15.3 | -8.4
O=C(O)/C=C/c1ccc(S(=O)(=O)N2CCN(CCN3C(=O)C4C5C=CC(C5)C4C3=O)CC2)cc1 (centres undefined) | 2.8 | i | -4.3 | -0.2 | 2.6 | 5.7 | -3.5 | -3.3 | 0.0
COc1ccc(C(=NNc2ccccc2C(=O)O)c2ccc(OC)cc2)cc1 | -0.4 | i | -4.2 | -2.4 | 0.9 | -9.4 | 4.2 | -7.6 | -1.7
COc1ccc(C2C(C(=O)N3CCCCC3)CC(=O)N2c2ccc(OC)cc2)cc1 (centres undefined) | -1.9 | i | -5.3 | 4.3 | -1.9 | 7.6 | -5.0 | -4.5 | 0.3
COc1ccc(-c2nc(CSCC(=O)N3CCN(c4cccc(C)c4)C(C)C3)c(C)o2)cc1OC (centres undefined) | -20.0 | i | -7.3 | 5.7 | 3.2 | -2.8 | 8.5 | -4.6 | 9.9

Records above shown as hits in Rin1-Abl PPI inh.
Compound,MT1-MMP act inh,Neddyl block,NRP1-CendR mod,Rin1-Abl PPI inh,E coli Lon inh,SKN-1 inh,MLLE-PAM2 inh,bovine MsrA act
CC1(C)Cc2nc3nc(SCC(=O)NCCc4ccccc4)n(-c4ccccc4)c(=O)c3cc2CO1,-1.1,i,3.2,8.2*,3.8,0.2,-9.9,-10.6

Shown with values under each structure: part of the list above
Every second line gives: MT1-MMP act inh	Neddyl block	NRP1-CendR mod	Rin1-Abl PPI inh	E coli Lon inh	SKN-1 inh	MLLE-PAM2 inh	bovine MsrA act	FAS TE block
CCCCCCC(=O)NNC(=O)CC(=O)Nc1ccccc1C(=O)O
→ 0.7	i	-9.7	4.5	4.2	-5.4	11.9	-15.3	-8.4
O=C(O)/C=C/c1ccc(S(=O)(=O)N2CCN(CCN3C(=O)C4C5C=CC(C5)C4C3=O)CC2)cc1 (centres undefined)
→ 2.8	i	-4.3	-0.2	2.6	5.7	-3.5	-3.3	0.0

(further entries)
SMILES | MT1-MMP act inh | Neddyl block | NRP1-CendR mod | Rin1-Abl PPI inh | E coli Lon inh | SKN-1 inh | MLLE-PAM2 inh | bovine MsrA act | FAS TE block
CCCCNC(=O)COC(=O)c1cc(C)nc2ccccc12 | 2.0 | i | 0.0 | -3.9 | -1.8 | 12.1 | -4.8 | -0.3 | -5.0
CC(C)CCNC(=O)C(=O)NCc1ccccc1 | -1.5 | i | 7.2 | -0.1 | -3.2 | 14.2 | 17.6 | -3.2 | -2.6
COc1ccc(-c2ccc3oc(-c4ccsc4)cc(=O)c3c2)cc1F | 9.2 | i | 5.3 | 0.9 | -6.9 | 21.3 | -2.3 | -0.2 | -3.3
CCc1nc2c(cnn2-c2ccc(Cl)cc2)c(=O)n1-c1ccc2c(c1)OCCO2 | -13.8 | i | 8.8 | 4.6 | -3.5 | 5.1 | 8.2 | -2.9 | 30.4
NC(=O)NCCCC(=O)OCC(=O)c1ccc2ccccc2c1 | 1.8 | i | -1.0 | 0.1 | -6.2 | -4.7 | -6.2 | -0.7 | -1.9
